KCNH2 WT inh: qHTS for Inhibitors of KCHN2 3.1: Wildtype qHTS. Voltage-gated inwardly rectifying potassium channel KCNH2 (Homo sapiens), Q12809. U2OS, BacMam KCNH2, thallium flux FluxOr; hits give low values. activity change, % at 1.84 µM. hit rate 0.37% among 340,000;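 active = maximum activity change below -70%; inconclusive = maximum activity change between -70% and -50%; inactive = maximum activity change above -50%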; also: % is scaled to controls: 0 for no effect and ±100 for the full control effect
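U2OS cells transduced with wild-type KCNH2 virus are loaded with FluxOr dye for 45 min, and thallium flux is measured in kinetic reads before and after stimulation buffer. Rate constants are normalized to DMSO controls.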
BCR signal inh: qHTS Assay to Find Inhibitors of Chronic Active B-Cell Receptor Signaling. ABC-DLBCL IkBa-CBG/CBR reporter, luminescence ratio, 4 h. Potency, µM (highest dose often 46.1 µM), for the others: top-dose ratio change, negative = lower green/red ratio, usual class: inhibitors. hit rate 0.05% among 340,000; active = well fitted inhibition curve with a large enough effect in the signal ratio, with a control signal flat, not every such curve was filed as active; inconclusive = small, poorly fitted or top-dose-only effect, or effect the other way, or a change in a side signal; the % refers to the signal ratio;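 also: potency is read from the fitted curve at half-maximal effect; plate controls were basal doxycycline-induced cells for no effect and cells given 10 µM MG132 for full effect; MG132 reads +100%, hits lower the ratio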
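Cell line TMD8 (human ABC DLBCL), stably expressing tet-inducible CBG68-IkBa fusion and CBR; IMDM/0.5% FBS; cpd up to 46 uM; dox induction, 4 h, 37C/5% CO2; dual luminescence; green/red ratio; MG132 control.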
GALK inhibitor: qHTS Assay for Inhibitors of Human Galactokinase (GALK) | AID 1868, 2009 | Potency, µM (highest dose often 57.5 µM), without a hit: at the top dose activity change, negative = inhibition, most hits filed as inhibitors | Purified GALK, Kinase-Glo residual ATP luminescence | hit rate 0.007% among 270,000; also: potency is read from the fitted curve at half-maximal effect; % is scaled to controls: 0 for no effect and ±100 for the full control effect
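Kinase-Glo Plus luminescence measured ATP left after a 1 h room-temperature reaction. The reaction used 5 nM GALK, 100 uM galactose and 35 uM ATP at pH 8.0 (20 mM HEPES, 5 mM MgCl2, 60 mM NaCl, 1 mM DTT, 0.01% BSA).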
Mito fusion act: qHTS Assay for Small Molecule Inhibitors of Mitochondrial Division or Activators of Mitochondrial Fusion | S. cerevisiae fusion-defective mutant growth rescue, CellTiterGlo 48 h | Potency, µM (highest dose often 46.1 µM), for inactives: at the highest dose growth rescue (activation), hits mostly activators | hit rate 0.23% among 320,000 | AID 485298, 2010;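 also: potency is read from the fitted curve at half-maximal effect; % of control where 0% means no effect; nearly all actives have a fitted effect of over 45% in size; temperature-sensitive fusion mutants such as fzo1-1 at 37 °C on non-fermentable ethanol glycerol medium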
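Yeast fusion mutant, YPEG (non-fermentable carbon), compound, 48 h at 37C non-permissive; CellTiterGlo added, 10 min RT, luminescence read. Rescued growth = division inhibition.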
TSHR antagonist: Antagonists of the Thyroid Stimulating Hormone Receptor: HTS campaign. Thyrotropin receptor (Homo sapiens), P16473. TSHR-expressing cells, TSH-stimulated cAMP HTRF, 2 h; hits give low values. activity change, negative = inhibition, % at 11.5 µM. hit rate 0.2% among 330,000;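 active = activity change below a set negative limit, meaning inhibition stronger than a set level, cut at about -70% in these data; inconclusive = activity change between two set negative limits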; also: % is scaled to controls: 0 for no effect and ±100 for the full control effect
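Cell-based HTRF cAMP assay; TSHR cells + compound, TSH EC80 (4nM final), 2 h, 37 deg C. Lysis with anti-cAMP cryptate and cAMP-d2, 30 min RT, read 665/620 nm.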
ASM inhibitor: Inhibitors of Secretory Acid Sphingomyelinase (S-ASM): qHTS | Sphingomyelin phosphodiesterase (Homo sapiens), P17405 | placental ASM, HMU-PC fluorogenic substrate, 60 min | hit rate 0.006% among 340,000 | Potency, µM (top dose mostly 57.5 µM), inactives show top-dose activity change, negative = inhibition, most hits filed as inhibitors; also: potency is read from the fitted curve at half-maximal effect
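Human placenta-derived ASM enzyme was preincubated with compound for 10 minutes at room temperature, then given fluorogenic substrate HMU-PC0 (9 uM final) for 60 minutes at 37 °C; a pH 10 stop preceded fluorescence reading at Ex 386/Em 447 nm.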
USP2a inh: qHTS Assay for Inhibitors of Ubiquitin-specific Protease USP2a Using CHOP2 as the Reporter. Potency, µM (top dose mostly 38.3 µM), without a hit: at the top dose activity change, negative = inhibition, actives largely listed as inhibitors. USP2 core, Ub-CHOP2 coupled fluorogenic reporter, 485/531. AID 463254, 2010. hit rate 0.01% among 330,000;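 also: potency is read from the fitted curve at half-maximal effect; plate controls were DMSO wells for no effect and full inhibition by NEM control for full effect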
Target sequence (O75604 whole entry, looked up): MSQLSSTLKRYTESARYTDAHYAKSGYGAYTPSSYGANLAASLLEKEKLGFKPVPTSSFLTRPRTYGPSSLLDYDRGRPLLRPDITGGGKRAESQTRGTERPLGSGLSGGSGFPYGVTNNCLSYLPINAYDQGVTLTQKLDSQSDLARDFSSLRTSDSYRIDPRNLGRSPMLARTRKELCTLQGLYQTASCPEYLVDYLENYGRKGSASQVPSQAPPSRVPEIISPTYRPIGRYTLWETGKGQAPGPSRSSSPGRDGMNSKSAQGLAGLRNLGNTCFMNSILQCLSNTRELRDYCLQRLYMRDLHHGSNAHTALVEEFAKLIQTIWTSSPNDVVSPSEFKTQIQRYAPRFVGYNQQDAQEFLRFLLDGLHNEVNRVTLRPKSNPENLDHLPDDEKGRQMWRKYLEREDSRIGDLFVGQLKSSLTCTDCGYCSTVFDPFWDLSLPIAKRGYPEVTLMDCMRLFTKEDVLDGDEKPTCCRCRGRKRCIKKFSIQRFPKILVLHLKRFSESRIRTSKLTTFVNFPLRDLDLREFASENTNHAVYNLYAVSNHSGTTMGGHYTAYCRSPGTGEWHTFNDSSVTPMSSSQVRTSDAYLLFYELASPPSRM
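USP2 core (10nM final) preincubated 30min RT with compound in 20mM Tris-HCl pH 8.0, 2mM CaCl2, 2mM beta-mercaptoethanol, 0.05% CHAPS; 25nM Ub-CHOP2 plus 25nM reporter substrate added, fluorescence (Ex485/Em531) read after 60min.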
PKM2 act: qHTS Assay for Activators of Human Muscle isoform 2 Pyruvate Kinase; purified PKM2, Kinase-Glo ATP luminescence, activation; response scale: 0% is enzyme alone, no compound; hit rate 0.34% among 260,000; Potency, µM (doses to about 57.5 µM), for the others: at the top dose activation, actives largely listed as activators; Pyruvate kinase PKM (Homo sapiens), P14618; also: potency is read from the fitted curve at half-maximal effect; % is scaled to controls: 0 for no effect and ±100 for the full control effect; nearly all actives have a fitted effect of over 55% in size
Target sequence (P14618 whole entry, looked up, canonical isoform): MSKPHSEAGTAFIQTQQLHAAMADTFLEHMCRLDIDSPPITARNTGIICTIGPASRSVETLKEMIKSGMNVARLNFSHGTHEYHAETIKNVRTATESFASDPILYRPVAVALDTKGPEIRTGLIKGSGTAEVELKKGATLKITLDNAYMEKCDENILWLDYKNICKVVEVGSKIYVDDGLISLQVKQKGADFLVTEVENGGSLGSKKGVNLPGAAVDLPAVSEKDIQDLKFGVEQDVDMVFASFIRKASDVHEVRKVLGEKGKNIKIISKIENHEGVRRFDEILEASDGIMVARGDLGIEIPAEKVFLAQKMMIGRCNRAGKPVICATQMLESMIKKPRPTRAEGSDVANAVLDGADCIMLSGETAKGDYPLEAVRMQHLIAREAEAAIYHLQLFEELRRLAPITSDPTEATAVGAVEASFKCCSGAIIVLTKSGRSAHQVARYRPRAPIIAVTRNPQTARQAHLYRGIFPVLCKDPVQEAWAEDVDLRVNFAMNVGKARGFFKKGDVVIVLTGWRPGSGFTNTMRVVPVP
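Purified hPK-M2 (>95% pure) converted ADP (0.1 mM final) to ATP with 0.5 mM PEP in 50 mM imidazole pH7.2, KCl, MgCl2, Tween 20, BSA; 1 h at room temperature. ATP detected by Kinase-Glo luminescence.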
Menin-MLL TR inh: qHTS Assay for Inhibitors Targeting the Menin-MLL Interaction in MLL Related Leukemias: Competition With Texas Red Labeled MLL-derived Mutant Peptide; O00255; Menin + Texas Red MLL mutant peptide, fluorescence polarization; Potency, µM (series often up to 61.6 µM), inactives show at the top dose FP activity change, negative = inhibition, hits mostly inhibitors; hit rate 0.23% among 270,000; AID 1768, 2009; active = well fitted inhibition curve with a large enough effect in the polarisation, with a control signal flat, not every such curve was filed as active; inconclusive = small, poorly fitted or top-dose-only effect, or effect the other way, or a change in a side signal; inactive = no such curve, though single readings can be large or run the other way; the % refers to the polarisation; also: potency is read from the fitted curve at half-maximal effect; % of control where 0% means no effect; many of its hits are not listed in these tables
MBNL1 CUG block: qHTS Assay for Inhibitors of MBNL1-poly(CUG) RNA binding; Muscleblind-like protein 1 (Homo sapiens), Q9NR56; TR-FRET MBNL1-His/biotin-(CUG)12 binding, 665/545 ratio; Potency, µM (highest dose often 57.5 µM), for the others: at the highest dose activity change, negative = inhibition, hits mostly inhibitors; hit rate 0.036% among 280,000; active = well fitted inhibition curve with a large enough effect in the signal ratio, with a control signal flat, not every such curve was filed as active; inconclusive = small, poorly fitted or top-dose-only effect, or effect the other way, or a change in a side signal; inactive = no such curve, though single readings can be large or run the other way; the % refers to the signal ratio; also: potency is read from the fitted curve at half-maximal effect; % is scaled to controls: 0 for no effect and ±100 for the full control effect
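Compound titration spanned 92 nM–58 uM against the MBNL1-His/biotin-(CUG)12 complex. After 60 min at room temperature with 5 nM streptavidin-XL665 and 0.055 ng/ul terbium anti-His, ratiometric 665/545 nm emission (Ex 340 nm) normalized to controls.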
Eya2 inh: qHTS Assay for Inhibitors of the Phosphatase Activity of Eya2. AID 488837, 2010. recombinant Eya2, OMFP fluorescence dephosphorylation (OMFP is methylfluorescein phosphate). Protein phosphatase EYA2 (Homo sapiens), O00167. Potency, µM (top dose mostly 76.9 µM), without a hit: top-dose activity, negative = inhibition, actives largely listed as inhibitors. hit rate 0.006% among 330,000; also: potency is read from the fitted curve at half-maximal effect; % is scaled to controls: 0 for no effect and ±100 for the full control effect
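Eya2 (0.2 uM) preincubated 10 min at ambient with compound, then OMFP substrate added at 50 uM; 10 min reaction in 50 mM HEPES pH 7.5, 50 mM NaCl, 5 uM MgCl2, 0.05% BSA, 1 mM DTT. Fluorescence read at Ex 485/Em 525 nm.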
* marks the source's active call; other numbers are inactive results; ? = inconclusive; . = not tested or not shown; [ ] = another dose, or the depositor's remark. Unless noted, calls follow the shape of the dose curve; as a rule, active = well fitted curve in the direction sought with a large enough effect; inconclusive = small, poorly fitted or top-dose-only effect, or another doubt; inactive = no such curve, though single readings can be large; an effect the other way counts as inactive or inconclusive.

Values run as follows: PKM2 act | Eya2 inh | KCNH2 WT inh | MBNL1 CUG block | USP2a inh | GALK inhibitor | BCR signal inh | ASM inhibitor | Mito fusion act | Menin-MLL TR inh | TSHR antagonist
c1ccc(Cn2nnnc2C(c2cccnc2)N2CCN(C3CCCCC3)CC2)cc1 (stereo not drawn)
→ -13.8% | -22.5% | 14.2 | ? | 0.8% | -2.4% | 12.3% | 3.4% | -2.7% | 26.1% | 23.9
Oc1cccc(C(=S)N2CCN(Cc3ccccc3)CC2)c1
→ -3.4% | 4.8% | -10.0 | 0.4% | 0.3% | -1.7% | 3.2% | 1.2% | -6.1% | 6.4% | 2.0
CSC1=NCCN1C(=O)c1ccc(S(=O)(=O)N2CCCC2)cc1
→ -11.0% | 9.2% | -3.4 | -17.8% | 0.9% | 2.5% | -9.0% | -5.3% | 12.6% | -1.9% | 27.0
CCOc1ccc(NC(=O)CN(C)C(=O)c2c(-c3ccccc3Cl)noc2C)cc1OCC
→ . | -14.6% | -2.2 | . | -0.2% | . | 4.6% | . | -2.8% | . | -0.6
O=c1cc(CNc2cc(C(F)(F)F)cc(C(F)(F)F)c2)nc2sccn12
→ -0.7% | -13.3% | -15.7 | -2.9% | -0.1% | . | -1.2% | -0.8% | 29.3% | 9.7% | -5.7
COc1ccc(OC)c(NC(=O)C2CCCCC2)c1
→ -2.9% | 1.6% | -6.1 | . | 1.9% | -0.3% | -1.4% | -2.5% | -1.2% | -1.3% | -0.9
COCC1CCN(Cc2cn(C)nc2-c2cccc(Cl)c2)C1 (stereo not drawn)
→ 5.9% | 2.0% | 4.5 | -8.5% | 6.6% | -2.0% | -14.0% | 8.9% | -1.7% | -2.3% | 2.7
CCOC(=O)c1cc(C(=O)NCc2ccc(Cl)cc2Cl)nn1C
→ -6.0% | 0.4% | -9.7 | -6.2% | 3.0% | 2.5% | -7.2% | -1.2% | -2.6% | -3.7% | -0.1
CCN(CC)S(=O)(=O)c1ccc(N2CCOCC2)c(NC(=O)COc2ccccc2C#N)c1
→ -24.0% | -11.2% | -9.7 | 2.5% | -4.3% | 13.3% | -3.2% | -2.8% | -0.2% | -2.6% | 28.0
Cc1ccc(OCCNC(=O)c2ccc(NC(=O)CC3SC(N4CCCC4)=NC3=O)cc2)cc1 (stereo not drawn)
→ . | -10.7% | 10.5 | . | -0.2% | . | ? | -4.1% | -6.1% | . | .
Cc1cc(C(=O)Nc2cnc3ccccc3c2)ccc1[N+](=O)[O-]
→ -23.0% | -19.5% | -3.8 | 8.0% | 1.5% | -1.0% | ? | -5.4% | 1.4% | 21.7% | -16.6
O=C1OC2(CCCCC2)CC2=C1C1O[C@](c3ccsc3)(Cc3c1ccc1ccccc31)O2
→ 4.5%[11.5 µM] | -5.5%[15.4 µM] | . | 10.9%[11.5 µM] | -8.6%[7.66 µM] | . | ? | . | 1.2%[9.22 µM] | ? | .
Cc1cc(=O)[nH]c(SCC(=O)c2ccc(C(C)C)cc2)n1
→ 3.2% | -5.3% | -2.2 | -6.0% | -7.3% | -1.1% | 4.1% | -0.5% | 3.6% | -13.1% | -8.6
COC(=O)c1cc(Nc2cc(C)c3c(O)cccc3n2)cc(C(=O)OC)c1
→ 1.7% | -21.7% | -10.5 | -0.1% | -0.1% | . | ? | -5.0% | -3.3% | . | -27.9
CC(=O)N1CCc2cc(S(=O)(=O)CCC(=O)NCc3ccc4c(c3)OCO4)ccc21
→ 1.0% | 10.4% | -3.4 | -2.3% | 1.8% | -1.3% | 2.6% | 2.6% | 0.8% | -1.8% | 6.2
COc1c2ccoc2c(OC(C)=O)c2oc(C)cc(=O)c12
→ . | 13.9% | 3.7 | -2.3% | -2.3% | -1.9% | ? | -0.2% | -0.4% | -12.7% | -2.6
CCc1nc(N[C@H](C(=O)O)C(C)C)c2oc3ccccc3c2n1
→ -0.8% | -5.4% | 9.5 | -7.1% | -0.7% | 1.9% | 12.4% | 5.8% | 5.4% | . | -7.0
CC1=C(SCCC#N)S/C(=C2\SC(C)=C(SCCC#N)S2)S1
→ -16.2% | -0.7% | -10.9 | 2.0% | -1.6% | -6.2% | -7.9% | 1.4% | 8.3% | 5.5% | -8.6
COCCNC(=O)c1ccc(N2CC3CC(C2)c2cccc(=O)n2C3)c(NC(=O)c2ccc(F)cc2)c1 (stereo not drawn)
→ . | 6.6% | 2.5 | -2.8% | 2.6% | 5.5% | -1.3% | -2.3% | ? | . | 6.9
O=C(Nc1ccccc1)N(Cc1ccccc1)Cc1ccccc1
→ 0.7% | 11.7% | 0.6 | 0.0% | 1.7% | 0.7% | 0.5% | -3.7% | 2.0% | 0.7% | -0.9
CC(=O)NC(=S)Nc1ccc(NC(=S)NC(=O)c2cccs2)cc1
→ 5.4% | -3.6% | -16.2 | -4.6% | 3.7% | -1.6% | 7.7% | 1.0% | -3.3% | . | 5.5
CC(C)C[C@H](CO)Nc1nc(Nc2cccc(Cl)c2)c2ncn(C(C)C)c2n1
→ -3.2% | -5.1% | 5.1 | 5.5% | 0.0% | 4.5% | ? | 8.9% | -79.2%[inhibitor] | . | 4.9
COc1ccc(-c2nn(Cc3ccccc3)cc2C(=O)N2CCN(c3ncccn3)CC2)cc1OC
→ . | -13.9% | 6.6 | . | -4.9% | . | ? | -1.9% | 3.5% | . | -1.2
OC1(c2ccccc2)CN(c2ccccc2)C2=[N+]1CCS2 (stereo not drawn)
→ 4.4% | 3.5% | 0.7 | . | 9.6% | 0.6% | 2.5% | -0.1% | 3.8% | -6.3% | -6.1
O=C(O)CCCC(=O)N1CCc2cc(S(=O)(=O)NCc3ccccc3)ccc21
→ 15.2% | -6.8% | -3.6 | -7.2% | 0.5% | 0.6% | -0.5% | 4.9% | 6.8% | -29.5% | -23.5
O=[N+]([O-])c1ccc(-c2ncc(-c3ccc(Br)cc3)o2)cc1
→ -0.7% | -28.7% | -6.3 | . | 12.3% | -3.1% | ? | 2.6% | 1.9% | . | -5.2
CC(c1ccccc1)n1c(S(=O)(=O)O)nc2ccccc21 (stereo not drawn)
→ 0.5% | 6.2% | . | -15.5% | 2.5% | -0.6% | -0.2% | 4.7% | -3.5% | ? | -2.0
O=C(OCC(=O)N1CCCC1)c1ccc(NS(=O)(=O)c2cccs2)cc1O
→ -6.0% | -7.8% | 2.0 | -4.2% | 0.6% | 7.5% | 0.9% | 1.7% | -5.0% | 1.2% | 24.4
CCC(C)NC(=O)CCCc1ccccc1 (stereo not drawn)
→ -4.9% | -11.1% | -0.2 | 1.0% | -2.5% | -3.5% | -9.0% | -1.1% | -1.3% | . | 2.0
COC(=O)c1ccc(Cl)c(NC(=O)CN2CCN(C)CC2)c1
→ -6.4% | 23.9% | 5.6 | -2.5% | -8.6% | -0.3% | -17.7% | -2.6% | 0.2% | 25.0% | 4.8
CC(NC(=O)N1CCOCC1)c1ccccc1 (stereo not drawn)
→ -2.3% | -2.6% | 1.2 | 1.4% | -5.1% | 3.5% | 0.8% | 4.3% | -1.1% | 17.4% | 3.4

The list is partial (hit frequency here may not be typical).
